Bioassay records: PubChem, The Scripps Research Institute Molecular Screening Center
CHO-K1 Ca antag: M1 antagonist counterscreen hit in parental CHO-K1 cells; ATP-induced calcium, Fluo-8 fluorescence; inhibition, % at 3 µM; actives 0.6% (n = 360,000); AID 602250;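 active = inhibition above a per-plate cutoff, the plate's mean sample inhibition plus 3 SD, cut at about 24% in these data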;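 note: 0% = DMSO plus EC80 ATP and 100% = DMSO alone without ATP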
CHO parental Ca: counter-screen: ATP calcium response change in parental CHO cells | parental CHO-K1, ATP-induced calcium, Fluo-8 fluorescence | inhibition, % at 5.6 µM | actives 0.63% (n = 330,000) | AID 463079;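 active = inhibition above that plate's mean sample inhibition plus 3 SD, cut at about 26% in these data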;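 note: 0% = ATP-challenged DMSO wells and 100% = DMSO wells without ATP; some compounds past the cut are filed as inactive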
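Measured by: calcium-sensitive Fluo-8 fluorescence / Test system: CHO parental line / Controls: ATP-challenged DMSO wells low, unchallenged DMSO wells high / Measure: % inhibition / Compound: single nominal dose of 5.6 µM per compound / Replicates: single well per compound, no replicates / Reagent: ATP as calcium-mobilizing challenge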
TAAR1 antagonist: antagonists of human TAAR1 | Q96RJ0 | CHO RD-HGA16 TAAR1, Fluo-8 calcium fluorescence, antagonist | inhibition, % at 3 µM | actives 1.5% (n = 360,000) | AID 624466;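 active = inhibition above a per-plate cutoff, the mean inhibition of test compounds on that plate plus 3 SD, cut at about 49% in these data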;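 note: 0% = DMSO plus EC80 beta-PEA response and 100% = DMSO alone without agonist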
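Test system – hTAAR1-expressing CHO RD-HGA16 cells, Gα16-coupled · Also added – β-PEA at EC80 concentration, post-compound challenge · Compound – 3 µM, single point · Incubation – dye loading 75 min at 37 °C, then 30 min room temperature · Measured by – Fluo-8 intracellular calcium dye fluorescence, real-time kinetic reads · Benchmarks – vehicle and agonist controls · Replicates – singlicate, one well per test compound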
M1 ag: human M1 muscarinic receptor agonism; AID 588814; activation, % at 3 µM; P11229; actives 0.33% (n = 360,000); CHO-K1 hM1, Fluo-8 calcium fluorescence, agonist mode; 0% DMSO, 100% acetylcholine EC100;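 active = activation above the run's mean compound activation plus 3 SD, cut at about 16% in these data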;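 note: peak over basal fluorescence ratio within a 140 s kinetic read after compound addition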
M1 PAM parental: nonselective activator or artifact in parental CHO-K1 calcium assay; activation, % at 3 µM; actives 0.02% (n = 360,000); ATP EC20, Fluo-8 calcium fluorescence; 0% at ATP EC20, 100% at ATP max; AID 602247;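 active = activation above the run cutoff, the mean activation of all test compounds plus 3 SD, cut at about 40% in these data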;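 note: peak over basal fluorescence ratio in a 140 s read after ATP addition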
M1 ag parental: M1 agonist counterscreen hit in parental CHO-K1 cells; actives 0.48% (n = 360,000); activation, % at 3 µM; Fluo-8 calcium fluorescence; scaled to maximal ATP response, vehicle zero; in the data active = activation above about 15%;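 note: untransfected CHO-K1 host cells lacking M1 receptor as counterscreen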
TAAR1 agonist: agonists of human TAAR1 | AID 624467 | actives 0.99% (n = 360,000) | activation, % at 3 µM | CHO RD-HGA16 TAAR1, Fluo-8 calcium fluorescence; vehicle wells 0%, saturating PEA agonist 100% | Q96RJ0;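 active = activation above the mean activation of all test compounds in the run plus 3 SD, cut at about 38% in these data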
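Assay system: CHO-derived RD-HGA16 cells with stable Gα16 and human TAAR1; timing: 17-24 h seeding, 75 min 37 °C dye, 30 min RT; read-out: % activation from peak over basal fluorescence ratio, DMSO-to-PEA scaled; measured by: kinetic Fluo-8 calcium fluorescence; benchmarks: low control DMSO, high control PEA (EC100); doses: 3 µM single concentration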
OXTR potentiator: potentiates the human oxytocin receptor response; CHO-OTR cells, Fluo-8 calcium fluorescence, potentiator mode; 0% = oxytocin EC15, 100% = EC100; activation, % at 3 µM; actives 0.061% (n = 320,000); AID 2445;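 active = activation above that plate's cutoff, the mean activation of tested compounds plus 3 SD, cut at about 6.6% in these data, passing the limit was not always enough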;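 note: 100% uses oxytocin at 75 nM as the full agonist control; some results filed as inactive read as strong as hits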
Target sequence (P30559 whole entry, looked up): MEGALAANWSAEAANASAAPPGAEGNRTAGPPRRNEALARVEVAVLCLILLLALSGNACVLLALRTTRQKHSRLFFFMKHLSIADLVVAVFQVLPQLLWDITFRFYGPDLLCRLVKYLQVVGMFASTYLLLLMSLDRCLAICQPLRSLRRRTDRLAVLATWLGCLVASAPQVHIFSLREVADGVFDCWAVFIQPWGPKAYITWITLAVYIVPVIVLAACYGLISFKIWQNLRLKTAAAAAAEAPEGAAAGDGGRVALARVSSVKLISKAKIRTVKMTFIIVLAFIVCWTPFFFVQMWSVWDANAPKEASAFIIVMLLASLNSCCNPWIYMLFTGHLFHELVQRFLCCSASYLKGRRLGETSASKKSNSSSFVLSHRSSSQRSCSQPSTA
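Material: human OTR in CHO cells. Compound: 3.0 µM, one dose. Timing: compound 6 min at room temperature before oxytocin, 100 s read. Evaluation: % activation of max/min ratio relative to oxytocin controls. Replication: single well per compound, singlicate. Signal: Fluo-8 calcium dye fluorescence.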
V1R ag counter: counter-screen for oxytocin receptor agonists: human V1a receptor agonists | activation, % at 3 µM | CHO-V1R cells, Fluo-8 calcium fluorescence, agonist mode; 0% DMSO, 100% 3 nM vasopressin | actives 0.25% (n = 320,000) | P37288;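 active = activation above the mean activation of all tested compounds plus 3 SD, per screening run, cut at about 20% in these data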;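 note: signal is peak over basal fluorescence ratio across a 100 second FLIPR read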
Target sequence (P37288 whole entry, looked up): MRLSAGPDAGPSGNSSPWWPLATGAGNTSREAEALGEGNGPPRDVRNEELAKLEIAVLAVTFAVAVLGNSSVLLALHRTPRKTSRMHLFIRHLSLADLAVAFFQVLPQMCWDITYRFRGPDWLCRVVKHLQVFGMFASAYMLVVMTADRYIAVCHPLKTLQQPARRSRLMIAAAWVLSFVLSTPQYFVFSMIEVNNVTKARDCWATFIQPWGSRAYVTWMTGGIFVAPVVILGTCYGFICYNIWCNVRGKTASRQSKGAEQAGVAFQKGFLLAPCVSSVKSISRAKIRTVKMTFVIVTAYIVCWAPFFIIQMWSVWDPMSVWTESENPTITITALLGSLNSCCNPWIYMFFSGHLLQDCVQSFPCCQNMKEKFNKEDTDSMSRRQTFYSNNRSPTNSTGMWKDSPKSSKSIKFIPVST
* marks the source's active call; other numbers are inactive results; x = no result given.

SMILES	CHO-K1 Ca antag	CHO parental Ca	TAAR1 antagonist	M1 ag	M1 PAM parental	M1 ag parental	TAAR1 agonist	OXTR potentiator	V1R ag counter
CSC1=N/C(=C\c2ccccc2Cl)C(=O)N1N(C)C	-4	-19	-19	-4	12	4.8	-1	10	0.9
O=C(N/N=C/C=C/c1ccc2c(c1)OCO2)C(O)c1ccccc1 (centres undefined)	-6	-12	-2	-2	11	0.8	3	1	-1.4
Nc1cccc(C(=O)OCC(=O)NC2CCCc3ccccc32)c1 (centres undefined)	-4	-12	18	-3	8	1.6	0	0	0.6
Cc1ccc(C(=O)N/C(=C\c2ccc(-c3ccc(Cl)cc3)o2)C(=O)NCCCN(C)C)cc1	-12	-17	3	-13	19	0.3	10	-6	-1.2
O=C(N/C(=C\c1ccc(Br)cc1)C(=O)N1CCCC1)c1ccccc1F	2	-22	-14	-5	8	0.8	1	-9	-0.7
COc1ccc(N2C(=O)c3cccc4c(N(C)CCO)ccc(c34)C2=O)cc1	2	x	13	11	11	11	16	x	x
CCOC(=O)c1cc(NC(=O)Nc2cc(C)ccn2)c(C)nc1C	-11	-23	-6	-3	-8	0.5	7	-15	-1.0
O=C(Cn1nc(-c2cccc([N+](=O)[O-])c2)c2ccccc2c1=O)Nc1cccnc1	-8	-10	0	-3	18	-0.1	2	1	0.5
COc1ccc(NC(=S)NCc2ccc(F)cc2)cc1	1	-1	0	-6	-12	6.9	5	-21	4.9
Cc1csc2ncc(C(=O)NCc3ccco3)c(=O)n12	-4	-5	-8	-5	-12	0.1	1	1	-0.9
CC1(C(=O)N(CC(=O)NC2CCCC2)Cc2ccc(Cl)cc2)CC(=O)N=C2C=CC=CN21 (centres undefined)	-13	-2	-23	-1	8	2.6	8	1	-0.1
Cc1cc(/C=C(\C#N)C(=O)O)c(C)n1CC1CCCO1 (centres undefined)	-15	-14	-3	-3	4	0.0	6	-11	-0.4

A draw from above in order of length of the SMILES, falling:
SMILES	CHO-K1 Ca antag	CHO parental Ca	TAAR1 antagonist	M1 ag	M1 PAM parental	M1 ag parental	TAAR1 agonist	OXTR potentiator	V1R ag counter
O=C(Cn1nc(-c2cccc([N+](=O)[O-])c2)c2ccccc2c1=O)Nc1cccnc1	-8	-10	0	-3	18	-0.1	2	1	0.5
O=C(N/C(=C\c1ccc(Br)cc1)C(=O)N1CCCC1)c1ccccc1F	2	-22	-14	-5	8	0.8	1	-9	-0.7
CSC1=N/C(=C\c2ccccc2Cl)C(=O)N1N(C)C	-4	-19	-19	-4	12	4.8	-1	10	0.9
Cc1csc2ncc(C(=O)NCc3ccco3)c(=O)n12	-4	-5	-8	-5	-12	0.1	1	1	-0.9

(next part)
SMILES	CHO-K1 Ca antag	CHO parental Ca	TAAR1 antagonist	M1 ag	M1 PAM parental	M1 ag parental	TAAR1 agonist	OXTR potentiator	V1R ag counter
CCn1c(CCNC(=O)c2ccc(Cl)cc2Cl)n[nH]c1=S	-18	5	-7	-5	19	1.2	1	-3	0.3
CC1CC(=O)N(CC(=O)NCc2ccc(F)cc2)c2ccccc2S1(=O)=O (centres undefined)	-6	-10	-30	-2	-1	0.3	3	0	-0.4
Cc1cccc(C)c1NC(=O)CN(C)C(=O)c1cc(S(=O)(=O)N(C)C)ccc1N1CCCC1	-14	-12	4	-1	3	-0.1	1	-5	0.2
Cc1ccc(-c2nc3ncccc3o2)cc1NC(=O)c1cc2ccccc2o1	-3	-8	13	-4	10	0.5	14	1	-1.0
COc1ccc(C)cc1NC(=O)C1C2C=CC(C2)C1C(=O)O (centres undefined)	-2	-2	-4	-1	19	0.3	0	-9	0.6
O=c1[nH]c(N2CCN(Cc3ccccc3)CC2)nc2c1CCC2	-4	-13	-11	-4	3	1.4	1	-8	1.6
O=C(/C=C/Nc1ccccc1C(=O)O)c1cccs1	-8	-4	8	-2	20	0.7	0	-5	1.0
O=C1NCCCCC1NC1CC(=O)N(c2ccccc2)C1=O (centres undefined)	8	-7	0	-1	-9	-0.2	11	7	-0.6
CCn1c(SCC(=O)Nc2cc(C)on2)nc2c1c(=O)n(C)c(=O)n2C	-5	-11	15	-3	-12	-0.2	1	2	0.9
CSc1ccccc1NC(=O)CN(C)C(=O)Cc1c(F)cccc1Cl	10	4	8	-3	6	0.1	4	-12	1.6
O=C(Nc1nc(-c2ccc(S(=O)(=O)N3CCCCCC3)cc2)cs1)c1ccccc1	9	-9	37	-3	6	2.9	16	-4	-0.1
COc1cccc(CN2CC(C(=O)NCc3cccc(N4CCCC4)c3)CCC2=O)c1 (centres undefined)	-8	-35	-21	-13	-6	-0.1	0	-3	-0.1
Nc1nc(SCC(=O)N2CCN(S(=O)(=O)c3ccc(Cl)cc3)CC2)n[nH]1	-26	-11	-7	-3	27	1.3	4	-14	-0.1
COc1cc(NC(=O)CSc2nnc3n2C(C)(C)Cc2ccccc2-3)cc(OC)c1	-9	-30	18	-7	21	1.8	17	-9	-0.3
CC(C)(C)C(=O)Nc1nc(=S)ss1	-9	-4	8	-2	-2	-0.1	16	-17	0.2
COc1ccccc1C(=O)NC(CCSC)C(=O)Nc1ccc(C)c(S(=O)(=O)N2CCOCC2)c1 (centres undefined)	-8	-34	5	-7	-6	0.4	6	-1	1.2
COc1ccc(CCNC(=O)Nc2nc(C(N)C3CCCCC3)cs2)cc1OC (centres undefined)	-4	x	-15	-3	-3	0.0	4	x	x
CC(C)OC(=O)[C@H]1[C@H](c2ccc(Cl)cc2)[C@@](C#N)(C(N)=O)[C@@H]2C=CC(C(N)=O)=CN21	18	x	x	-3	-3	-0.3	x	x	x
Cc1nccc2oc(=O)c(NC(=O)c3ccc(Cl)cc3)cc12	3	-30	9	-5	6	0.0	4	-10	0.4
CC(C)NC(=O)CC1OC(=O)c2ccccc21 (centres undefined)	-6	-6	1	-7	17	1.9	4	-2	-0.5
COc1cccc2c1CCC1=CC(=O)CCC12C (centres undefined)	6	x	-4	-1	2	0.8	-1	x	x
CC(C)(C)OC(=O)N1CCC(CC2CC(c3ccc(Cl)cc3)=NO2)(C(=O)NCC2CCCCC2)CC1 (centres undefined)	-9	-10	-4	12	11	1.8	0	-20	0.3
O=C(/C=C/Nc1ccccc1)c1ccc(Oc2ncccn2)cc1	26*	-11	-29	-4	-7	0.0	43*	-7	1.4
Cc1cc(N)n2nc(-c3ccccc3)cc2n1	0	-2	14	-4	6	-0.4	3	-6	0.3
CN(C)c1ccc(CNC(=O)/C=C/[C@H]2O[C@@H](n3ccc(=O)[nH]c3=O)[C@H](O)[C@@H]2O)cc1	-18	x	-11	-3	15	0.8	2	x	x
CC(C(=O)NCc1ccccc1)N(Cc1ccccc1Cl)C(=O)c1snc(C(N)=O)c1N (centres undefined)	-3	-10	15	-1	-11	1.9	14	-11	2.4
COc1ccc(-c2ccc(OC)cc2)cc1	-20	-4	-4	-3	20	0.6	1	-1	0.8
CN(C)C(CNC(=O)CCS(=O)(=O)c1ccccc1)c1ccccc1 (centres undefined)	-16	-4	-25	-9	17	1.4	2	-1	-1.1
COCCCNC(=O)c1cc2c(=O)n3cccc(C)c3nc2s1	-3	-12	5	-1	-1	0.2	-1	-3	0.5
C=CCCCCCCCCC(=O)N1CCN(c2cc3c(cc2F)c(=O)c(C(=O)O)cn3CC)CC1	-13	1	-28	-1	2	0.5	0	-15	-0.3
CCOc1ccccc1N1C(=O)c2ccc(C(=O)O)cc2C1=O	-13	-16	-4	-3	1	0.2	8	-15	-0.6
CC(=O)c1ccc(N2CCN(C(=O)CCN3C(=S)NC(C)(C)CC3C)CC2)cc1 (centres undefined)	-13	-17	-6	-8	15	0.9	0	-12	-0.8
Cc1cccc(C)c1OCC(O)CNC(C)(C)C (centres undefined)	-8	-28	-12	-4	17	0.4	13	-13	-0.4
O=C(NCc1ccccc1)C1CCCN1C(=O)Nc1ccccc1[N+](=O)[O-] (centres undefined)	3	x	-8	-1	-1	0.2	2	x	x
Cc1ncc([N+](=O)[O-])n1Cc1cccc(F)c1	-10	-15	3	-6	17	1.4	0	-10	2.4
CC[C@]12c3[nH]c4ccc(Cl)cc4c3CCN1C(=O)[C@@H](CC(=O)NCCC1=CCCCC1)C[C@@H]2C(=O)N1CCN(C(=O)c2ccco2)CC1	-27	-22	5	-9	30	0.0	-1	x	x
COc1ccc(C#CC2=CC(=O)CC(C)(C)C2)cc1	0	x	-30	-1	1	-0.5	2	x	x
C/C=C(\C)CN1CCC(n2nccc2NC(=O)CCc2ccccc2)CC1	12	-15	-19	-4	-24	0.3	0	3	-0.1
COc1ccc(CCNC(=O)CNC(=O)c2ccco2)cc1	-7	-4	0	-5	9	0.3	3	1	0.0
CC(C)CC(=O)Nc1nnc(SCC(=O)NC2CCCCC2)s1	13	-13	4	2	0	9.4	2	-2	1.5
COC(=O)C(C)n1cnc2c(nnn2-c2ccc(OC)cc2)c1=O (centres undefined)	-7	-4	-5	-5	13	3.4	10	4	0.6
CCCCN(CCCC)C(=O)CN(C)S(=O)(=O)c1ccc2c(c1)n(C)c(=O)c(=O)n2C	6	-7	12	-3	1	-0.6	2	1	-0.8
CSc1nnc(C)c(=O)n1COC(=O)c1cc(Cl)ccc1[N+](=O)[O-]	-8	-8	-19	1	16	2.8	2	-1	1.3
CCOC(=O)C1=C(CN2CCCCCC2)NC(=O)NC1c1ccc2c(c1)OCO2 (centres undefined)	16	-17	-49	-6	7	2.1	0	2	0.0
COC(=O)C1=C(C)N(Cc2ccc(OC)cc2)C(=O)/C1=C\c1ccco1	-9	-21	-5	-3	-6	0.1	-1	-3	0.1
CC1CC(C)CN(CCOc2ccccc2-c2ccccc2)C1 (centres undefined)	-16	2	-21	-7	17	0.6	5	-5	1.9
Clc1ccccn1	-9	-6	-19	1	-9	-0.6	3	-3	-0.3
Cc1ccnc(NS(=O)(=O)c2ccc(N3C(=O)c4ccccc4C3=O)cc2)n1	2	-4	1	-8	23	1.6	6	-5	-0.4
NC(=O)c1ccccc1NC(=O)Cc1cccs1	-2	-7	1	-1	5	0.0	1	0	0.7
Cc1ccc(-n2[nH]c(C)c(/C=N/Nc3ccc([N+](=O)[O-])cc3[N+](=O)[O-])c2=O)cc1	-9	-13	17	-1	14	1.1	2	-6	3.3
N#C/C(=N/Nc1ccc([N+](=O)[O-])cc1)C(=N)N1CCCCC1	-13	x	12	-3	-3	0.4	1	x	x
